procasp3 activ – activates human procaspase-3; P42574; recombinant procaspase-3 D3A, Ac-DEVD-pNA absorbance 405 nm; activation, % at 8.5 µM; actives 0.11% (n = 330,000); AID 463141;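 active = activation above the mean of all tested compounds plus 3 SD, cut at about 21% in these data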;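 note: 0% = DMSO alone and 100% = DMSO wells spiked with extra 5 µM PC-3 D3A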
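Assay system – Procaspase-3 D3A mutant, all three cleavage aspartates alanine · Controls – DMSO-only low control, 5 µM PC-3 D3A high control · Schedule – 1 h compound preincubation, 2 h substrate hydrolysis at 25 °C · Signal – 405 nm absorbance of p-nitroaniline, reads at 0 and 120 min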
Fh CTSL1 inh – cathepsin L1 inhibition, PFM18AAP counter-screen. recombinant F. hepatica cathepsin L1, Z-Leu-Arg-MCA fluorescence. inhibition, % at 5.96 µM. actives 0.49% (n = 300,000). AID 1906;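 active = inhibition above the mean of all tested compounds plus 3 SD, set per screening campaign, cut at about 17% in these data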;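 note: 0% = plate median of test compound wells and 100% = 1 µM Z-Phe-Ala-diazomethylketone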
PP1 inh – blocks human PP1-alpha phosphatase, a PP5 counter-screen; inhibition, % at 6.7 µM; purified PP1alpha, OMFP fluorescence; actives 0.9% (n = 320,000);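 active = inhibition above the mean inhibition of all tested compounds plus 3 SD, computed separately for each screening campaign, cut at about 15% in these data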
GASC-1 inh – blocks human GASC-1 demethylase activity | AID 2099 | GST-JMJD2C(1-420) H3K9me3 demethylation, DELFIA europium | actives 0.069% (n = 330,000) | inhibition, % at 2.35 µM | Q9H3R0;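 active = more than half of a compound's replicate wells show inhibition beyond 50%, single wells judged on their own value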;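 note: signal counts dimethyl H3K9 product captured on neutravidin plate; 0% = median of DMSO wells and 100% = 0.3 times that DMSO median; strong numbers were not always called active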
Target sequence (Q9H3R0 1-420 limits assumed): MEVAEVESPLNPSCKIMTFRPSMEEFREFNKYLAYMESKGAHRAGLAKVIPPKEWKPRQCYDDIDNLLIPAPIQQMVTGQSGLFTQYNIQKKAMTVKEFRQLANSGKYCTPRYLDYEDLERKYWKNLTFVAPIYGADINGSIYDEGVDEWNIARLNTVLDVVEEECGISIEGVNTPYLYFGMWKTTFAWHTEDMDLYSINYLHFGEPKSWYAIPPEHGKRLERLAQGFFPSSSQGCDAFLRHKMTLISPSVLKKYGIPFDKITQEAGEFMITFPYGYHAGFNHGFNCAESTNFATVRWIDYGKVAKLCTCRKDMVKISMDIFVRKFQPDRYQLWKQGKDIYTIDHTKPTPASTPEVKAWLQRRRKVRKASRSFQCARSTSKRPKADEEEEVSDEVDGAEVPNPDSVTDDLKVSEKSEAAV
core dimer inh – HCV core protein dimerization inhibition. TR-FRET GST/Flag-core106 dimerization, 1536-well. inhibition, % at 5 µM. actives 0.33% (n = 300,000);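 active = inhibition above the mean of all tested compounds plus 3 SD, set per screening campaign, cut at about 45% in these data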
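assay system = GST-tagged and Flag-tagged HCV core protein residues 1-106 | controls = unlabelled core106 and no-GST-core106 wells | incubation = compound-protein-antibody incubation 4 h at 22.5 °C | probe or stimulus = Eu donor and XL665 acceptor anti-tag antibodies | read-out = % inhibition based on acceptor/donor emission ratio | signal = TR-FRET 671 and 617 nm emission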
procasp7 counter – activates human procaspase-7, counter-screen for procaspase-3 activators | recombinant procaspase-7, Ac-DEVD-pNA absorbance 405 nm; D23A/D198A/D206A triple mutant, cannot self-cleave; scale: DMSO 0, 5 µM enzyme 100 | activation, % at 8.5 µM | actives 0.093% (n = 330,000);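 active = percent activation above the screen-wide mean plus 3 SD, cut at about 25% in these data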
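Test system: Procaspase-7 triple mutant (PC-7 D3A). Also added: Ac-DEVD-pNA substrate, 400 µM as added. Schedule: 1 h enzyme–compound preincubation and 2 h substrate reaction, both 25 °C. Signal: p-Nitroaniline absorbance at 405 nm, read at 0 and 120 min. Control set: low DMSO alone, high DMSO plus 5 µM PC-7.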
PP5 inh – PP5 (human) phosphatase inhibition. purified PP5c, OMFP substrate fluorescence. inhibition, % at 6.7 µM. actives 0.18% (n = 320,000). P53041;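 active = inhibition above the campaign's mean inhibition across all tested compounds plus 3 SD, cut at about 9.5% in these data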;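 note: 0% = DMSO only and 100% = 100 µM cantharidin control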
Target sequence (P53041 whole entry, looked up): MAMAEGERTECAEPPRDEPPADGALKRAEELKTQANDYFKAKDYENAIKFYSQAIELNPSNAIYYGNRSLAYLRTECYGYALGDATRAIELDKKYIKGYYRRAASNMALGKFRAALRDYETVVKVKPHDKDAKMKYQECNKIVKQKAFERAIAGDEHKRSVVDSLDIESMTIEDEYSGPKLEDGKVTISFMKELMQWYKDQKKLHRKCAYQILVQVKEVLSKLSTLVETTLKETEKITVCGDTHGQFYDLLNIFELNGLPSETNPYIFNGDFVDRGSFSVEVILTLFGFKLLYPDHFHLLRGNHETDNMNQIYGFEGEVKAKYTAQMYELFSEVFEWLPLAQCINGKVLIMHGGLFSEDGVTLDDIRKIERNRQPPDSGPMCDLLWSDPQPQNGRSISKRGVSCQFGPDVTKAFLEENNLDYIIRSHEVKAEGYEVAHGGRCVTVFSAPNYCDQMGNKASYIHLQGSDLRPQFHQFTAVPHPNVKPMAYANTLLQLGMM
VLA-4 inh – inhibition in a human VLA-4 binding assay | P13612 | VLA-4 expressing cells, ligand binding flow cytometry | inhibition, % (about 7 µM as worked out from the volumes in the protocol) | actives 0.2% (n = 330,000) | AID 2557; in the data active = inhibition above about 50%
GRK2 aptamer HTS – blocks RNA aptamer binding to human GRK2. P25098. bead flow cytometry, FAM-aptamer displacement from GRK2. inhibition of aptamer binding, % at 10 µM. actives 0.59% (n = 330,000). AID 488847;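 active = inhibition of aptamer binding above 40%, roughly 3 SD of noise, on plates passing a quality check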;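 note: median bead fluorescence of bound FAM aptamer so fluorescent compounds give negative values; no value below 0 was filed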
* hit, by the source's call; · = no result given.

SMILES	procasp3 activ	Fh CTSL1 inh	PP1 inh	GASC-1 inh	core dimer inh	procasp7 counter	PP5 inh	VLA-4 inh	GRK2 aptamer HTS
COc1ccc(CCNC(=O)Cn2c(=O)c3cccn3c3cccnc32)c(OC)c1OC	10	-1	-5	-10	5	1	4.0	-7	0
COCCN=C1NC(=O)C(CC(=O)Nc2cccc(Cl)c2C)S1 (stereo not drawn)	5	-2	-5	-12	-2	11	2.7	24	1
CCCCNC(=S)N/N=C/C1=CCC2CC1C2(C)C (stereo not drawn)	-3	5	-2	3	16	10	1.5	20	5
CCN1C(=O)/C(=C2/C=Cc3ccccc3N2CC)SC1=S	-9	0	-3	-4	-5	-11	2.1	2	0
Cc1ccccc1C(=O)NC(=S)Nc1ccc2[nH]c(=O)[nH]c2c1	-6	3	-4	-7	-8	-7	2.5	-6	3
CCCNC(=O)CC(NS(=O)(=O)c1ccc(NC(C)=O)cc1)C(C)C (stereo not drawn)	-1	10	-5	10	1	-1	0.4	9	0
CSc1ccc(CN(C)C(=O)C(Cc2ccccc2)NC(=O)c2ccccc2)cc1 (stereo not drawn)	0	3	2	7	-1	10	5.4	13	0
Cc1cccc(NC(=O)c2nc[nH]c2C(=O)Nc2cccc(C)c2)c1	-2	1	0	1	-1	-1	-0.8	4	0
COc1ccc(C2CCCN2C(=S)Nc2cccc(Cl)c2C)cc1OC (stereo not drawn)	-1	2	-2	-5	1	-9	1.6	0	1
COc1ccc(F)cc1-c1nc(N)nc(N)n1	8	·	-4	4	·	1	-0.6	13	0
Cc1ccc(C(=S)N2CCN(Cc3ccccc3)CC2)cc1	-18	3	0	-9	-1	-4	3.6	1	0
CCOC(=O)CCP(=O)(O)C(O)c1ccccc1 (stereo not drawn)	0	-3	-2	2	-6	-2	2.9	-2	2
COc1ccc(-c2csc(NC(=O)C3CCN(c4ncnc5sc(C)c(C)c45)CC3)n2)cc1OC	4	1	-1	0	24	-3	2.2	-5	0
Cc1ccc(CNC(=O)COC(=O)Cn2nc(C)c([N+](=O)[O-])c2C)cc1	6	0	0	-4	3	-8	4.2	-69	0
Cc1ccc(S(=O)(=O)NC(=O)c2cc(C)n(-c3ccc(N(C)C)cc3)c2C)cc1	-4	-2	1	3	8	-6	2.4	-9	0
O=C1CNC(=S)N1CCc1ccc(O)c(O)c1	-25	2	-1	12	0	-32	1.6	-5	3
Cc1cc2c(C)nc(N/N=C/c3ccccc3)nc2o1	8	3	0	-21	-55	0	2.8	17	0
CCCN1C2CCCC1CC(NC(=O)c1ccc(Br)cc1)C2 (stereo not drawn)	6	1	-3	-6	-3	-7	4.6	8	2
C=CCNCCOc1cccc(Br)c1	5	-3	-1	34	-13	5	-3.6	10	0
Cc1cc(-c2n[nH]c(=S)o2)c(C)n1-c1ccccc1	-9	3	-8	32	0	-15	2.5	-2	13
CC(=O)Nc1ccc(NC(=O)CN(C)S(=O)(=O)c2ccc3nc(C)sc3c2)cc1	2	0	-4	10	4	6	-0.1	0	0
OC(Cc1nc2ccccc2[nH]1)c1ccccc1Cl (stereo not drawn)	-4	4	-7	-6	1	-1	-2.8	6	0
O=C(OCC(=O)N1CCc2ccccc2C1)c1cccnc1Cl	7	-3	-4	-4	1	6	-1.6	7	0
COc1cc(/C=N/n2c(-c3ccc4c(c3)NC(=O)CO4)csc2=Nc2cccc(C)c2)ccc1O	-1	0	4	10	-4	-4	1.6	0	0
CN(C)CCCOC(=O)c1sc2ccccc2c1Cl	-7	-4	-3	9	-2	1	-0.7	11	0
C=CCOC(=O)C1=C(C)N(C)C(=O)NC1c1cc2c(cc1Br)OCO2 (stereo not drawn)	8	1	-2	11	3	10	1.1	8	1
COc1ccc(CC(=O)NNC(=O)[C@@H]2CCCC[C@@H]2C(=O)O)cc1	5	-1	-5	-5	-3	4	3.5	-9	1
COC(=O)COc1nc(C)c(Br)c(OC)n1	3	-3	-7	9	-1	4	-1.3	10	1
CC1(C)CC(=O)C=C(C(=O)N2CCCC(CCC(=O)NCc3ccccc3F)C2)O1 (stereo not drawn)	-2	-1	1	-8	0	6	-1.2	1	2
CCCC(=O)NNC(=O)CC(=O)Nc1ccccc1C(=O)O	-2	0	-6	3	-2	9	-1.4	4	4
Cc1ccc(NC(=O)COc2cccc(Oc3ccccc3)c2)cc1S(=O)(=O)N1CCOCC1	-1	·	-2	3	·	1	0.8	5	0
CSc1nnc(Cn2c(=O)sc3ccccc32)n1-c1ccccc1C	6	0	0	-1	-1	3	2.5	19	0
O=C(Nc1c2c(nn1-c1ccc(Cl)cc1)CS(=O)(=O)C2)c1ccc2c(c1)OCO2	4	1	-1	-1	0	2	2.6	6	0
O=C(N/C(=C\c1cn(-c2ccccc2)nc1-c1ccccc1)C(=O)N1CCOCC1)c1ccccc1	4	-1	0	4	-10	-2	1.9	-3	0
COc1ccccc1CC(=O)Nc1ccccc1C(=O)O	2	-4	1	-5	-5	7	3.3	1	0
COc1ccc(S(=O)(=O)NC(CC(=O)N2CCc3ccccc32)c2ccco2)cc1 (stereo not drawn)	-4	-2	1	-3	6	-4	0.6	-2	0

Filtered by structure, those above containing a COOH group
SMILES	procasp3 activ	Fh CTSL1 inh	PP1 inh	GASC-1 inh	core dimer inh	procasp7 counter	PP5 inh	VLA-4 inh	GRK2 aptamer HTS
COc1ccc(CC(=O)NNC(=O)[C@@H]2CCCC[C@@H]2C(=O)O)cc1	5	-1	-5	-5	-3	4	3.5	-9	1
CCCC(=O)NNC(=O)CC(=O)Nc1ccccc1C(=O)O	-2	0	-6	3	-2	9	-1.4	4	4
COc1ccccc1CC(=O)Nc1ccccc1C(=O)O	2	-4	1	-5	-5	7	3.3	1	0

Additional entries.
SMILES	procasp3 activ	Fh CTSL1 inh	PP1 inh	GASC-1 inh	core dimer inh	procasp7 counter	PP5 inh	VLA-4 inh	GRK2 aptamer HTS
CCOC(=O)CCc1c(C)c2ccc(OCc3nn[nH]n3)cc2oc1=O	12	0	-2	1	9	-4	0.5	14	4
O=C1/C(=C/c2cccnc2)CC/C1=C\c1cccnc1	-3	-5	-1	7	6	-1	-0.6	2	·
O=C(O)CCc1ccc(S(=O)(=O)NCCc2ccccc2)cc1	4	2	3	2	3	-9	-0.2	-3	0
CN(CC(=O)Nc1ccccc1Cl)CC(=O)Nc1ccccc1[N+](=O)[O-]	5	0	-2	-2	0	3	0.3	13	7
CC(=O)c1ccc(NC(=O)c2ccc3c(=O)n4c(nc3c2)CCCCC4)cc1	-5	3	-1	5	9	8	-0.9	1	0
Cc1cc(=O)[nH]c(SCC(=O)Nc2ccc3c(c2)CCC3)c1C#N	7	·	0	6	·	3	0.2	-4	3
CCCNc1nc(C)cc(-c2cc(C(=O)Nc3ccccc3)on2)n1	0	-2	0	0	-3	14	4.0	27	0
COc1ccc(N2CCN(c3nc(Cl)nc(N4CCOCC4)n3)CC2)cc1	3	1	3	0	-4	6	-0.9	-9	0
COC(=O)c1nc(-c2ccccc2)oc1N(C)C	2	-2	-2	-1	-5	-5	0.8	3	3
Cc1nnc(NC(=O)CSc2nnc(CNC(=O)c3ccc(F)cc3)o2)s1	-14	-3	-3	-3	-10	-20	-0.5	13	1
COc1cccc(CC(=O)OCC(=O)c2cc(OC)ccc2OC)c1	8	·	6	3	·	-2	2.6	-3	1
COc1cc2[nH]c3c(=O)n(N)c(=O)[nH]c3c2cc1OC	-4	-1	0	-10	-13	12	3.1	22	0

Shown as a markdown table: 2 of the compounds above
| mol | procasp3 activ | Fh CTSL1 inh | PP1 inh | GASC-1 inh | core dimer inh | procasp7 counter | PP5 inh | VLA-4 inh | GRK2 aptamer HTS |
| --- | --- | --- | --- | --- | --- | --- | --- | --- | --- |
| COc1cc2[nH]c3c(=O)n(N)c(=O)[nH]c3c2cc1OC | -4 | -1 | 0 | -10 | -13 | 12 | 3.1 | 22 | 0 |
| CCOC(=O)CCc1c(C)c2ccc(OCc3nn[nH]n3)cc2oc1=O | 12 | 0 | -2 | 1 | 9 | -4 | 0.5 | 14 | 4 |

More structures follow.
SMILES	procasp3 activ	Fh CTSL1 inh	PP1 inh	GASC-1 inh	core dimer inh	procasp7 counter	PP5 inh	VLA-4 inh	GRK2 aptamer HTS
COc1cccc(Nc2nnc(Cc3cccnc3)c3ccccc23)c1	3	-2	-5	2	1	6	-3.2	10	0
CC1Cc2cc(/C(O)=C3/C(=O)C(=O)N(CCCn4ccnc4)C3c3ccc(Br)cc3)ccc2O1 (stereo not drawn)	2	1	26*	-12	5	-23	1.2	2	0
Fc1ccc(-c2csc3ncnc(N4CCN(c5ccccc5)CC4)c23)cc1	2	1	8	-15	1	-11	-1.6	-7	0
Cn1cccc1CC(=O)N/N=C/c1ccc(C(C)(C)C)cc1	-5	1	0	13	1	-8	1.1	2	1
CC(C)Oc1cc(C(=O)NC2CCCCC2)c2ccccc2n1	-1	-1	4	4	-2	5	4.0	0	1
O=S(=O)(c1ccc(-c2nc3ccccc3s2)cc1)N1CCCC1	5	-1	-3	-5	6	9	6.5	5	2
COc1ccc(CNC(=O)CN(C(=O)c2cc3sccc3n2C)C2CCCC2)cc1	2	4	-5	1	-9	-11	-1.4	5	0
COc1ccc(/C=C/c2c(-c3cccc(C)c3)oc3ccc(-c4ccc5c(c4)OCO5)cc23)cc1	-6	5	2	6	6	8	0.3	23	2
COc1ccc(CCNC(=O)CSc2nc(O)cc(=O)[nH]2)cc1OC	-3	3	-5	15	-3	0	1.6	5	2
CCOC(=O)CN1CC23C=CC(O2)C(C(=O)NCc2ccc(F)cc2)C3C1=O (stereo not drawn)	7	3	-8	-1	-7	-3	3.7	49	5
Cc1ccc(C(=O)NCCN2CCNC2=O)cc1	-1	-5	-1	-2	0	7	-2.5	6	2
CC(Oc1ccc(Br)cc1)c1nc2c3ccccc3nc(=S)n2[nH]1 (stereo not drawn)	-2	1	4	-18	14	4	1.4	9	1
NCCCCCc1nnc(SCc2ccc(Cl)c(Cl)c2)o1	-2	-1	-2	·	0	9	0.0	25	0
O=C(NC1CCCC1)c1cc(-c2ccc(Cl)c(Cl)c2)on1	-3	4	4	4	7	-2	-1.9	8	2
O=C(COC(=O)c1cc([N+](=O)[O-])ccc1N1CCOCC1)Nc1cc(F)ccc1F	6	-23	-1	22	-3	1	0.6	8	0
CC(=O)Nc1nc(Cn2nnc(-c3ccc4c(c3)OCO4)n2)nc(N(C)C)n1	3	-4	-1	11	-1	9	1.3	4	0
COCCCNC(=O)c1cc(C(=O)c2ccccc2Br)c[nH]1	0	-2	2	-4	10	8	-2.1	0	0
O=C(CNS(=O)(=O)c1cccc2nsnc12)NC1CCCCC1	7	0	-1	1	3	-8	-0.2	3	2
CCc1ccc(NC(=O)c2onc(C)c2Cl)cc1	5	-2	3	0	-14	0	1.3	32	0
CCN(CC)C1CC(=O)N(c2cccc(C)c2)C1=O (stereo not drawn)	-20	-1	-7	-11	-8	-26	-3.0	23	9
COc1ccccc1C(=O)CSc1ccccn1	-7	-1	-6	7	-3	0	-1.4	11	8
CCc1ccc(-c2cc(-c3n[nH]c(=S)n3CC)c3ccccc3n2)cc1	-1	1	2	-40	1	-13	0.6	13	0

Bioassay records deposited in PubChem BioAssay by several laboratories.
